# Screening results (PubChem)
# MBNL1 CUG block: MBNL1-poly(CUG) RNA binding inhibition. Q9NR56. Potency, µM (top dose mostly 57.5 µM), for the others: at the highest dose activity change, negative = inhibition, hits mostly inhibitors. TR-FRET MBNL1-His/biotin-(CUG)12 binding, 665/545 ratio. 0.036% of 280,000 active; active means well fitted inhibition curve with a large enough effect in the signal ratio, with a control signal flat, not every such curve was filed as active; inconclusive means small, poorly fitted or top-dose-only effect, or effect the other way, or a change in a side signal; inactive means no such curve, though single readings can be large or run the other way; the % refers to the signal ratio; further: on the % scale 0 is the no-effect control and ±100 the full control effect
#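 Ratiometric TR-FRET (665 over 545 nm, excitation 340 nm) tracks disruption of MBNL1-His/biotin-(CUG)12 complex after 60 min at room temperature, with compounds at 92 nM to 58 uM final.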
# p53 reactivation: mutant p53 re-activation in reporter cells | H1299 p53-A138V BP100-luciferase reporter, luminescence, 24 h | Potency, µM (titrated, usually from 92.2 µM), without a hit: at the top dose activity change, positive = activation, hits mostly activators | 0.063% of 320,000 active | AID 504706; further: % of control where 0% means no effect; nearly all actives have a fitted effect of over 45% in size
#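 p53-null H1299 cells stably carrying temperature-sensitive p53-A138V and a BP100-luciferase reporter were pinned with compounds (4-point, 1:5 series) and held 24 hrs at 37 deg C. Luminescence was read 10 min after detection reagent.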
# RORgamma inh: ROR gamma (mouse) transcription inhibition; Drosophila S2 Gal4-RORgamma UAS-luciferase reporter, 20 h; Potency, µM (titrated, usually from 53.6 µM), for inactives: top-dose activity change, negative = inhibition, actives largely listed as inhibitors; 5.4% of 310,000 active; further: on the % scale 0 is the no-effect control and ±100 the full control effect; nearly all actives have a fitted effect of over 60% in size
# Target sequence (P51450 whole entry, looked up, the tested form may be a part): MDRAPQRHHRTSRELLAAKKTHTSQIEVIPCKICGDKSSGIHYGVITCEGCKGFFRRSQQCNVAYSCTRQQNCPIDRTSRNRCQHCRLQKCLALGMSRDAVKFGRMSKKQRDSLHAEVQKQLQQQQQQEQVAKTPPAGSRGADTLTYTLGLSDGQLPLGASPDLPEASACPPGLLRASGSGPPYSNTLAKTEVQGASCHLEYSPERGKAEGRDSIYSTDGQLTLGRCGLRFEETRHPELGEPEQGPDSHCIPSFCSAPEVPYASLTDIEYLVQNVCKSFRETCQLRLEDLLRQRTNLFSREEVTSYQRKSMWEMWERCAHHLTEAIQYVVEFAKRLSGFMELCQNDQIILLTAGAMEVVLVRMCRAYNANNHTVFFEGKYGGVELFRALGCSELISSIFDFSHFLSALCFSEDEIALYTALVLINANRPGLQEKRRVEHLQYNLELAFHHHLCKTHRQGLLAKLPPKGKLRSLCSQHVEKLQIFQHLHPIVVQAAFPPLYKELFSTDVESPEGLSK
#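 Luminescence from a UAS-regulated Photinus luciferase reporter in stably transfected Drosophila Schneider cells is measured; decreased signal marks ROR gamma inhibition. Fusion expression is induced by 700 uM copper sulfate for 20 hr.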
# NPC1 prom act: activators of NPC1 promoter; AID 485313; Huh7 NPC1 promoter luciferase reporter, 24 h; Potency, µM (top dose mostly 9.22 µM), for the others: top-dose activation, actives largely listed as activators; 2.4% of 320,000 active;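 further: % of control where 0% means no effect; nearly all actives have a fitted effect of over 60% in size; reporter is driven by a mutant NPC1 promoter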
#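 Huh7 cells stably carrying NPC1 promoter–luciferase, plated in Opti-MEM with 10% FBS for 2 h, were exposed to compound in DMSO for 24 h at 37 °C; luciferase reagent was added for 10 min and luminescence read.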
# ELG1 genotoxic: induces genotoxicity in HEK293T cells with luciferase-tagged ELG1. HEK293T ELG1-luciferase reporter, luminescence, 16 h. Potency, µM (titrated, usually from 46 µM), for inactives: at the highest dose activity change, positive = activation, most hits filed as activators. 1.3% of 330,000 active; further: % of control where 0% means no effect; nearly all actives have a fitted effect of over 60% in size
#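 Step 1: seed 2,000 HEK293T ELG1-luciferase cells per well. Step 2: add compound or DMSO, incubate 16 hr at 37 °C. Step 3: ONE-Glo, 30 min at room temperature, read luminescence.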
# Gal4-VP16 FLuc: Gal4-VP16 reporter inhibition counter-screen; Drosophila S2 Gal4-VP16 UAS-luciferase, luminescence, 20 h; Potency, µM (titrated, usually from 53.6 µM), for the others: at the top dose activity, negative = inhibition, hits mostly inhibitors; 3.5% of 310,000 active;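 further: Gal4-VP16 expression switched on by copper sulfate through the metallothionein promoter; on the % scale 0 is the no-effect control and ±100 the full control effect; nearly all actives have a fitted effect of over 50% in size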
# Rab9 prom act: activators of Rab9 promoter; 2.8% of 320,000 active; Potency, µM (series often up to 9.22 µM), without a hit: at the highest dose activation, negative = inhibition, actives largely listed as activators; Huh7 Rab9 promoter-luciferase reporter, luminescence, 24 h; further: % of control where 0% means no effect; nearly all actives have a fitted effect of over 60% in size
#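 Huh7 cells stably carrying a Rab9 promoter-luciferase reporter, 1500 cells per well in OP-MEM I with 10% FBS, treated with compound 24 hours at 37C. Luciferase activity read by luminescence after 10 minutes with Amplite reagent.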
# MLL CXXC-DNA inh: inhibitors of human MLL CXXC domain-DNA interaction. Q03164. MLL-CXXC / FITC-HOXA9 DNA fluorescence polarization. Potency, µM (titrated, usually from 115 µM), without a hit: at the highest dose activity change, negative = inhibition, most hits filed as inhibitors. 0.037% of 290,000 active. AID 2662; active means well fitted inhibition curve with a large enough effect in the polarisation, with a control signal flat, not every such curve was filed as active; inconclusive means small, poorly fitted or top-dose-only effect, or effect the other way, or a change in a side signal; inactive means no such curve, though single readings can be large or run the other way; the % refers to the polarisation
#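 Steps: dispense CXXC domain solution (7 uM) → pin compounds or unlabeled HOX-A9 DNA control → 5 min ambient → add FLSN-HOX-A9 solution (50 nM) → spin → 30 min ambient → fluorescence polarization. Tris pH 7.5/NaCl/DTT/BSA buffer.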
# FLuc counter: counter-screen for miR-21 project: firefly luciferase inhibitors or activators. purified FLuc, Km substrates, luminescence inhibition. Potency, µM (top dose mostly 57.5 µM), inactives show top-dose activity change, negative = inhibition, usual class: inhibitors. 6.9% of 360,000 active. AID 588342;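 further: plate controls were vehicle for no effect and reference inhibitor for full effect; nearly all actives have a fitted effect of over 55% in size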
# Target sequence (P08659 whole entry, looked up): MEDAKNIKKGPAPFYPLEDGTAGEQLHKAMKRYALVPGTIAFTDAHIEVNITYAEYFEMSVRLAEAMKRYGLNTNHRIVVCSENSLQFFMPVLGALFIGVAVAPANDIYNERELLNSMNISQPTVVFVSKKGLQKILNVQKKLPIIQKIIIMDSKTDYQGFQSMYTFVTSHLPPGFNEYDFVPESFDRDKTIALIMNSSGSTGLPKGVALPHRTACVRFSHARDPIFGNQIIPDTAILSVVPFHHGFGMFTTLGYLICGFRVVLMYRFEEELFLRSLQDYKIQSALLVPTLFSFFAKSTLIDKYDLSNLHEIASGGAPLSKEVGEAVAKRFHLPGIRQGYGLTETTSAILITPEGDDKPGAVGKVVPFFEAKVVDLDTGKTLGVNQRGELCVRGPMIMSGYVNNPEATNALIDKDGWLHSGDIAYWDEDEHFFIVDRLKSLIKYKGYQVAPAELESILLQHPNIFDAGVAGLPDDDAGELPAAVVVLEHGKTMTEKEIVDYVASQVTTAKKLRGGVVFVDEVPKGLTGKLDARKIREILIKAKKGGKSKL
#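 Purified P. pyralis luciferase (10nM final) with 10uM D-luciferin and 10uM ATP (Km levels) in 50mM Tris acetate pH 7.5, 10mM Mg acetate, 0.01% Tween-20, 0.05% BSA; qHTS 6-point titration, ~60 µM downward; luminescence read.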
# BRCA1 expr up: increases BRCA1 expression; Potency, µM (series often up to 46.1 µM), without a hit: at the top dose activation, most hits filed as activators; 1.1% of 380,000 active; MCF7-BRCA1-FFLuc reporter, luminescence, 48 h; response scale: scaled: vehicle 0%, 10 µM genistein 100%; AID 624202; further: nearly all actives have a fitted effect of over 80% in size; some results filed as inactive show a strong effect at the top dose
#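 MCF7 cells carrying a BRCA1-firefly luciferase reporter (2000 cells/well, phenol-red free MEM) were attached for 2 h at 37 °C, then given compounds for 48 h. Luminescence was read 15 min after luciferase reagent; activity normalized to genistein (10 microM) and DMSO.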
# uPA surface inh: cell surface uPA generation inhibition; cell surface uPA generation assay, qHTS; Potency, µM (top dose mostly 38.3 µM), for the others: at the top dose activity change, negative = inhibition, most hits filed as inhibitors; AID 540303; 0.31% of 330,000 active; active means well fitted inhibition curve with a large enough effect; inconclusive means small, poorly fitted or top-dose-only effect; inactive means no such curve, though single readings can be large or run the other way; tested in mouse RAW 264.7 cells; further: on the % scale 0 is the no-effect control and ±100 the full control effect; nearly all actives have a fitted effect of over 55% in size
# An asterisk follows results filed as active; u = inconclusive; x = no result given; [ ] = remark or other dose. Unless noted, the call rests on the fitted dose curve; in most records, active means well fitted curve in the direction sought with a large enough effect; inconclusive means small, poorly fitted or top-dose-only effect, or another doubt; inactive means no such curve, though single readings can be large; an effect the other way counts as inactive or inconclusive. Potency means the concentration at half of the fitted maximal effect. The list is partial; the hit share may differ from the screen's.
Compound	MBNL1 CUG block	p53 reactivation	RORgamma inh	NPC1 prom act	ELG1 genotoxic	Gal4-VP16 FLuc	Rab9 prom act	MLL CXXC-DNA inh	FLuc counter	BRCA1 expr up	uPA surface inh
COc1ccc(-n2c(Cc3ccccc3)nnc2SCC(=O)N2CCCc3ccccc32)cc1	13%	-10%	u	-2%	-5%	3%	-1%	-10%	1%	-33%	4%
CN(C)CCN1C(=O)C(=O)/C(=C(/O)c2ccc(S(=O)(=O)N3CCOCC3)cc2)C1c1ccccc1 (configuration not stated)	u	-3%	-5%	-2%	-4%	-8%	-1%	-7%	3%	5%	8%
COc1ccc(CCNC(=O)CC2Oc3ccc(Cl)cc3NC2=O)cc1OC (configuration not stated)	-5%	-4%	3%	8%	5%	4%	-2%	-3%	-2%	-13%	-4%
COc1ccc(/C=N/NC(=O)C(Cc2c[nH]c3ccccc23)NC(=O)OCC(C)C)cc1[N+](=O)[O-] (configuration not stated)	2%	-1%	39%	1%	5%	-1%	3%	2%	0%	-1%	1%
COc1ccccc1NS(=O)(=O)c1ccc(C(N)=O)cc1	0%	-3%	7%	0%	0%	-4%	0%	13%	-1%	12%	4%
O=C(Nc1ccc(F)cc1)Nc1cccnc1	-22%	21%	-13%	10%	1%	16%	4%	8%	17µM*	u	1%
CN1CCN(S(=O)(=O)c2ccc(NC(=S)NC(=O)C(C)(C)C)cc2)CC1	u	-2%	-13%	-12%	0%	-10%	-1%	0%	2%	0%	-1%
COc1ccc(OC)c(C2C3=C(COC3=O)Nc3cc4c(cc32)OCO4)c1 (configuration not stated)	-5%	5%	-30%	-16%	11%	-6%	-22%	10%	5%	u	-9%
CCOC(=O)c1sc(NC(=O)Nc2ccccc2)cc1C	x	u	5µM*	1.3µM*	u	2.5µM*	0.71µM*	1%	0.48µM*	5%	-7%
O=C(Nc1c2c(nc3ccccc13)CCCC2)c1ccccc1Br	-4%	-26%	38%	1%	-1%	7%	1%	9%	-1%	-53%	-3%
COc1ccc(CCN(C(=O)c2ccccc2)C2=CC3CCC(C2)N3C)cc1OC (configuration not stated)	2%	-28%	-18%	-4%	0%	-6%	0%	3%	8%	x	x
CCOC(=O)c1noc(C)c1C(=O)Nc1nccs1	-15%	-2%	-4%	-4%	-1%	-5%	-3%	-4%	-12%	26%	-4%
O=C(COc1ccccc1Cl)Nc1ccccc1C(=O)Nc1cccc(C(=O)O)c1	2%	20%	14%	u	u	10%	u	3%	7.6µM*	54%	7%
O=C(NCCNc1ccc([N+](=O)[O-])cc1)c1cccc(Br)c1	-11%	-13%	u	-3%	-5%	-10%	-11%	1%	-1%	3%	9%
CN(C)Cc1ccccc1C1(O)c2ccccc2CSc2ccccc21 (configuration not stated)	1%	-1%	-41%	1%	-4%	-1%	-1%	9%	2%	-56%	0%
Cc1ccccc1Cn1nnc(-c2ccc(F)cc2)n1	1%	u	u	1%	3%	12%	1%	-1%	-13%	40%	1%
Cc1cccc(NC(=O)[C@H](NC(=O)[C@@H]2Cc3ccccc3CN2)c2ccccc2)c1	0%	7%	12%	15%	5%	4%	4%	8%	-17%	0%	1%
Cc1ccc(NC(=O)Nc2nnc(-c3ccccc3F)s2)cc1	-5%	15%	3%	u	9%	-13%	u	-18%	-12%	103%	1%
Cc1cc(NNC(=O)c2ccccc2)nc(NNC(=O)c2ccccc2)n1	-3%	-3%	-18%	-6%	-1%	-7%	-4%	-3%	-1%	-2%	4%
Nc1cnccc1C(=O)O	x	-6%	-19%	1%	9%	-3%	4%	3%	-1%	3%	6%
CC(NC(=O)c1ccc(C(F)(F)F)cc1)C(c1ccccc1)N1CCOCC1 (configuration not stated)	-3%	-1%	40%	-2%	-4%	-11%	0%	1%	-2%	22%	0%
CC(C)C(=O)Nc1cc(-c2nc3ncccc3o2)ccc1Cl	-5%	9%	u	-4%	1%	13%	6%	3%	-10%	-12%	0%
O=C(NCc1ccco1)NC(=O)c1csc([N+](=O)[O-])c1	u	10%	16%	0%	0%	-11%	0%	7%	1%	9%	-1%
CCOC(=O)c1cc(-c2csc(COc3ccccc3Cl)n2)on1	9%	-2%	-3%	0%	-1%	-10%	-1%	5%	u	-8%	3%
O=C(CSc1ccc2nnc(-c3cccnc3)n2n1)Nc1ccc(F)cc1F	-11%	u	22%	4%	4%	-8%	2%	3%	0%	1%	0%
O=C(NCCc1ccccc1)C(=O)NCC1OCCN1S(=O)(=O)c1ccc(Cl)cc1 (configuration not stated)	-5%	-1%	24%	-11%	-7%	1%	1%	1%	-2%	-18%	-1%
CN(C)c1ccc(NC(=O)C2C3C=CC(C3)C2C(=O)O)cc1 (configuration not stated)	u	9%	-1%	2%	-1%	1%	15%	u	-22%	-28%	-19%
COc1cccc(Nc2nc3ccccc3nc2NS(=O)(=O)c2ccc(NC(C)=O)cc2)c1	3%	2%	u	-3%	16%	-2%	-5%	-14%	24µM*	-47%	-4%
c1ccc(-c2nn3c(Cn4nnc5ccccc54)nnc3s2)cc1	-14%	-16%	15%	0%	11%	0%	0%	3%	-14%	14%	-4%
COc1cc(C=O)ccc1OS(=O)(=O)c1ccccc1[N+](=O)[O-]	x	20%	-41%	0%	0%	-8%	-1%	12%	u	31%	-3%
C=CCc1ccc(O)c(-c2ccc(O)c(CC=C)c2)c1	20%	2%	u	-1%	1%	22µM*	5%	3%	-3%	-49%	-5%
CN(C(=O)Nc1cccc(C(F)(F)F)c1)C1CCCCC1	x	2%	6%	29%	2%	0%	u	-14%	0%	0%	-1%
N/C(=N\OC(=O)CCc1ccccc1)c1cccnc1	4%	4%	0%	-1%	13%	-9%	-3%	1%	u	56%	2%
O=C(NCc1ccco1)C1CCCN1C(=O)NCc1ccccc1 (configuration not stated)	-9%	3%	4%[10 µM]	-2%	0%	-3%	-6%	-5%	5%	22%	-3%
Cc1ccccc1OCC(=O)Nn1c(COc2ccccc2)nc2ccccc2c1=O	2%	3%	2%	0%	8%	-1%	-2%	-4%	27µM*	36%	-1%
COc1cccc(NS(=O)(=O)c2ccc3c(c2)N(C(C)=O)CCS3)c1	-2%	0%	u	1%	-7%	-20%	-7%	-2%	0%	0%	-4%
CC1CCC/C(=N\NC(=O)COc2ccc(Cl)cc2Cl)C1 (configuration not stated)	-7%	5%	-22%	-10%	4%	-3%	0%	1%	-20%	-1%	1%
Cc1cccc(-c2c3c(=O)n(C)c(=O)n(C)c3cn2C(C)C)c1	1%	-5%	2%	1%	1%	-2%	-7%	2%	1%	-13%	x
Cc1ccccc1C(=O)NC1CCN(Cc2nnnn2CCc2ccccc2)CC1	-1%	-5%	-24%	1%	-2%	15%	2%	7%	3%	6%	4%
Cn1nnnc1SCC(=O)Nc1cc(C(C)(C)C)nn1-c1ccccc1	-4%	-2%	0%	2%	-12%	2%	-4%	1%	0%	-7%	2%

# Random excerpt: 2 entries already listed
Compound	MBNL1 CUG block	p53 reactivation	RORgamma inh	NPC1 prom act	ELG1 genotoxic	Gal4-VP16 FLuc	Rab9 prom act	MLL CXXC-DNA inh	FLuc counter	BRCA1 expr up	uPA surface inh
COc1cccc(Nc2nc3ccccc3nc2NS(=O)(=O)c2ccc(NC(C)=O)cc2)c1	3%	2%	u	-3%	16%	-2%	-5%	-14%	24µM*	-47%	-4%
Cc1ccccc1C(=O)NC1CCN(Cc2nnnn2CCc2ccccc2)CC1	-1%	-5%	-24%	1%	-2%	15%	2%	7%	3%	6%	4%

# Carrying on.
Compound	MBNL1 CUG block	p53 reactivation	RORgamma inh	NPC1 prom act	ELG1 genotoxic	Gal4-VP16 FLuc	Rab9 prom act	MLL CXXC-DNA inh	FLuc counter	BRCA1 expr up	uPA surface inh
COc1ccc(CCC(=O)Nc2ccccc2C(F)(F)F)cc1	3%	-5%	-1%	-5%	3%	-3%	-6%	3%	4%	-1%	-4%
COc1cc(OC)c(CN2CCN(c3ccc(F)cc3)CC2)cc1Br	-9%	11%	-2%	-3%	-9%	0%	1%	-6%	4%	-34%	x
Cc1ccccc1N(CC(=O)N/N=C/c1cc(C)n(-c2ccccc2C)c1C)S(C)(=O)=O	-2%	1%	-2%	-1%	-5%	-3%	0%	2%	u	-35%	4%
COc1ccc(S(=O)(=O)NC(C)C(=O)NCc2ccncc2)cc1C (configuration not stated)	-4%	2%	-17%	-2%	-10%	9%	1%	6%	-3%	2%	6%
Cc1nc(CCNC(=O)CC2C(=O)NCCN2Cc2ccccc2)sc1C (configuration not stated)	11%	-5%	33%	3%	0%	-11%	0%	-12%	0%	2%	-12%
